High-throughput results: PubChem BioAssay, several laboratories
TRPC4 potent – allosterically enhances the mouse TRPC4 cation channel | B-score at 10 µM | Q9QUQ5 | hit rate 0.42% among 310,000 | HEK293 TRPC4beta/mu-opioid, DAMGO EC20, Fluo-4 Ca2+ flux; hits give high values;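 active = B-score of calcium response area above 5 SD of library B-scores, with initial fluorescence ratio within 5 SD of library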;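 note: B-score of integrated fluorescence ratio over time as area under calcium response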
TRPC4 agonist – activators of mouse TRPC4 channel | Q9QUQ5 | HEK293 TRPC4beta/mu-opioid, Fluo4 calcium fluorescence; hits give high values | B-score at 10 µM | hit rate 0.49% among 310,000 | AID 2237;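 active = B-score above 5 SD of library B-scores, and initial fluorescence ratio not above library mean plus 5 SD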;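 note: positive B-score marks a calcium rise read as TRPC4 activation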
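Technique: kinetic Fluo4 calcium fluorescence; Test system: TRPC4beta and mu-opioid receptor HEK293 stable cells; Measure: B-scored integrated calcium fluorescence ratio; Benchmarks: low control buffer alone, high control maximal DAMGO; Schedule: 45 min room-temperature Fluo4 loading, 110 s read.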
KCNQ1 pot – potentiators or activators of human KCNQ1 potassium channel; P51787; CHO-K1 KCNQ1, thallium flux FluxOR fluorescence; hits give high values; B-score at 10 µM; hit rate 0.35% among 310,000; AID 2648;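 active = fluorescence ratio B-score, a plate-corrected score, at least three library SD, with initial intensity B-score within 5 SD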
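Material: CHO-K1 cells stably expressing KCNQ1. Medium: assay buffer for compound exposure, DMSO matched across wells. Reagent: K+/Tl+ depolarizing stimulus. Compound dosing: single-concentration screen. Times: 37 °C overnight plating, 90-min dark dye load, 20-min compound pretreatment. Technique: FluxOR Tl+ flux fluorescence.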
Platelet DG rel – modulates dense granule release in human platelets. human platelet-rich plasma, SFLLRN dense granule ATP release, luminescence. inhibition, %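 (compounds screened at 7.5 µM in platelet-rich plasma)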. hit rate 0.22% among 300,000;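 active = mean replicate score, as percent of positive control, at or above 50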
DYRK1A inh – blocks rat Dyrk1A kinase activity; ADP-Glo luminescence, NFATc1 peptide; inhibition, % at 12.5 µM; hit rate 0.43% among 310,000; AID 504441; in the data active = inhibition above about 50%;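 note: plate controls were vehicle with enzyme for no effect and no enzyme for full effect; many of its hits are not listed in these tables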
PolyA inh – yeast polyadenylation inhibition; calls only at 12 µM; hit rate 0.02% among 300,000; S. cerevisiae SKY197-pL101 polyadenylation reporter, beta-gal luminescence; efflux-impaired pdr1/pdr3 knockout yeast; score 100 = 6 SD above DMSO; AID 1875;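 active = lowest replicate activity score at least 50, where 100 means six control SD above control mean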;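 note: yeast exposed to compound for 9 h at 30 °C; higher score means more reporter readthrough which indicates perturbed polyadenylation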
KCNQ1 block – inhibitors of human KCNQ1 potassium channel; P51787; CHO-K1 KCNQ1, FluxOR thallium flux fluorescence; hits give high values; B-score at 10 µM; hit rate 1.3% among 310,000;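 active = compounds whose thallium flux B-score, printed positive for inhibition, exceeds three library SD while starting fluorescence stays within three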;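 note: channel opened by potassium depolarization with thallium stimulus after 20 min compound exposure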
KCNK9 block – inhibitors of human KCNK9 two-pore domain potassium channel; Q9NPC2; HEK293 KCNK9, FluxOR thallium flux fluorescence; hits give low values; B-score at 10 µM; hit rate 1.2% among 310,000; AID 488922;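 active = ratio B-score over 3 SD below the library mean, with starting fluorescence within 5 SD of its mean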;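 note: negative B-score means less thallium flux so channel inhibition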
hERG rescue – hERG (human) protection from proarrhythmic block; Q12809; CHO-hERG, FluxOR thallium flux, dofetilide IC70 present; activation (rescue from dofetilide block), less the hit threshold, % at 10 µM; hit rate 0.51% among 310,000; AID 1511;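 active = activation above the mean of controls blocked by dofetilide plus 5 SD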;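 note: thallium influx through hERG after potassium depolarization seen as dye fluorescence rise; in these data hits start at about 4.7%; inactives centre near -7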
Target sequence (Q12809 whole entry, looked up): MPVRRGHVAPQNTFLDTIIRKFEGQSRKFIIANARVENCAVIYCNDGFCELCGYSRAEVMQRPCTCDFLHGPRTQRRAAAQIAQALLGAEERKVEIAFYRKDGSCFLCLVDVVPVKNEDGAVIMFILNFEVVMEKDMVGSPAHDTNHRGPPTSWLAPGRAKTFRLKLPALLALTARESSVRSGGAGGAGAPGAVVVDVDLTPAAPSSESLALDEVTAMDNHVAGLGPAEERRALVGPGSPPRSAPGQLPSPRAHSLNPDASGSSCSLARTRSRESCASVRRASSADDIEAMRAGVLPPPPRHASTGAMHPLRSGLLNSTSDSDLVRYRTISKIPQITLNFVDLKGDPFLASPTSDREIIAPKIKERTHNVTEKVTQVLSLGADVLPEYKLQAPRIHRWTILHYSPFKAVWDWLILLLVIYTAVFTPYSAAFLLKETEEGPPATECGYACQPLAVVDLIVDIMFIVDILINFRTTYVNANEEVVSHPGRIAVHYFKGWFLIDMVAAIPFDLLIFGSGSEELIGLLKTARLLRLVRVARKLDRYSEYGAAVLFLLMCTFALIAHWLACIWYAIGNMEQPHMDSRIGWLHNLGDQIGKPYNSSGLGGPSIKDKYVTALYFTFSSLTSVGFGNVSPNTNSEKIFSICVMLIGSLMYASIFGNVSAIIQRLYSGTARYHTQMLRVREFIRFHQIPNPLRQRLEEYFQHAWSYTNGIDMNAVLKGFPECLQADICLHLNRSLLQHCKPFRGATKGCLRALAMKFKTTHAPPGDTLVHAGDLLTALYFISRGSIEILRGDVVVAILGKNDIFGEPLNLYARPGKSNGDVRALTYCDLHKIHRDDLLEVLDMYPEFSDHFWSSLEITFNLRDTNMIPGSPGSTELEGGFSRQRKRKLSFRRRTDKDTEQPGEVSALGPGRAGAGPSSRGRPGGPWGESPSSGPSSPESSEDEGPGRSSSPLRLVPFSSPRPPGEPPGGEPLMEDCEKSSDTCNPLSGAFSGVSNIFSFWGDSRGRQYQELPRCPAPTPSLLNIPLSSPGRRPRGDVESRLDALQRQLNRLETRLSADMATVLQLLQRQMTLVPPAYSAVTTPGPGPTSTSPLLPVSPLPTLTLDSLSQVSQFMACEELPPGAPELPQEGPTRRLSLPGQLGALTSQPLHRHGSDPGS
KCNK3 block – human KCNK3 channel inhibition, primary screen; O14649; hit rate 0.84% among 340,000; CHO-KCNK3 thallium flux, FluxOR fluorescence; hits give low values; B-score at 10 µM;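 active = B-score under library mean minus 4 SD, starting fluorescence ratio at most library mean plus 5 SD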;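 note: more negative B-score means stronger inhibition of thallium flux through KCNK3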
TRPC4 inh – TRPC4 (mouse) channel inhibition. hit rate 0.39% among 300,000. Q9QUQ5. HEK293 TRPC4beta/mu-opioid, DAMGO-evoked Fluo4 calcium flux; hits give low values. AID 2247. B-score at 10 µM;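 active = B-score over 3 SD under the library average, no early fluorescence shift, positive overall ratio signal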
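System: stable TRPC4beta/mu-opioid receptor HEK293 cells; Dosing: single-point compound dosing; Measured by: Fluo4 Ca2+ flux fluorescence; Read-out basis: per-well B score of integrated baseline-normalized Fluo4 ratio.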
Active calls of the source: *; i = inactive; . = not tested or not shown.

SMILES | TRPC4 potent | TRPC4 agonist | KCNQ1 pot | Platelet DG rel | DYRK1A inh | PolyA inh | KCNQ1 block | KCNK9 block | hERG rescue | KCNK3 block | TRPC4 inh
O=C1CCC(C(=O)N(Cc2cccs2)C2(C(=O)NC3CCCCC3)CCCCC2)N1 (stereo not given) | i | i | i | -13 | . | i | i | i | -14 | i | i
CC1=NNC(=O)C1CCC(=O)N/N=C(/C)c1ccc([N+](=O)[O-])cc1 (stereo not given) | i | i | i | -2 | -2 | i | i | i | -4 | i | i
CCOC(=O)CN(C#N)c1nc(C)cc(C)n1 | i | i | i | 5 | -7 | i | i | i | -4 | i | i
CC1(C)Cc2cccc(OCC(=O)OCC(=O)Nc3ccccc3)c2O1 | i | i | i | 1 | -3 | i | i | i | -11 | i | i
Cc1ccn2c(=O)nc(SCC(=O)N3CCC(Cc4ccccc4)CC3)nc2c1 | i | i | i | 15 | -9 | i | i | i | -14 | i | i
C=CCc1cccc(/C=N/n2c(C)nnc2C)c1O | i | i | i | 6 | 2 | i | i | i | -8 | i | i
COC(=O)CCCNS(=O)(=O)c1ccc2ccccc2c1 | i | i | i | . | 0 | . | i | i | -3 | i | i
COC(=O)c1ccccc1NC(=O)Cn1cnc2c1c(=O)n(C)c(=O)n2C | i | i | i | -7 | -4 | i | i | i | -8 | i | i
CC1CCCN(CCCNC(=O)c2ccc(N3CCCC3=O)cc2)C1 (stereo not given) | i | i | i | -12 | . | i | i | i | -5 | i | i
CCOCC(=O)Nc1ccc([N+](=O)[O-])cc1Cl | i | i | i | -2 | 3 | i | i | i | -5 | i | i
Cn1c(/C=C/c2ccccc2[N+](=O)[O-])nc2ccccc2c1=O | i | i | i | 3 | -3 | i | i | i | -11 | i | i
CCOc1ccc(Br)cc1S(=O)(=O)N1CC(C)OC(C)C1 (stereo not given) | i | i | i | -1 | 6 | i | i | i | -2 | i | i
O=C(COC(=O)c1ccc(CSc2ccc(Cl)cc2)cc1)Nc1ccccc1 | i | i | i | 6 | 6 | i | i | i | -4 | i | i
CCn1c(SCC(=O)c2cc(C)n(-c3ccc(C(=O)OC)cc3)c2C)nnc1-c1cccnc1 | i | i | i | -1 | 6 | . | i | i | -19 | i | i
Cc1ccc(C)c(NC(=S)NNC(=O)c2csc3c2CCCC3)c1 | i | i | 11* | 2 | -3 | i | i | i | -5 | i | i
COc1ccccc1N(CC(=O)N/N=C(\C)c1ccccc1O)S(=O)(=O)c1ccc(C)cc1 | i | i | i | -4 | -4 | i | i | i | -18 | i | i
CCOc1ccccc1C(=O)Nc1ccc(C(=O)c2ccccc2)cc1 | i | i | i | 0 | -4 | i | i | -13* | -10 | i | i
CC(=O)Nc1ccc(N2C(=O)CSC2c2cccc([N+](=O)[O-])c2)cc1 (stereo not given) | i | i | i | 6 | -4 | i | i | i | -3 | i | i
CCCCN(CC)CCNC(=O)C1CCCN(S(=O)(=O)c2cccc3nsnc23)C1 (stereo not given) | i | 73* | i | -3 | -5 | i | i | i | -9 | i | i
N#Cc1ccc(NC(=O)CN2CCN(c3ccccn3)CC2)cc1 | i | i | i | -2 | -4 | i | i | i | -8 | i | i
O=C(CC1SC(N2CCCCC2)=NC1=O)Nc1ccc(C(=O)Nc2ccccc2)cc1 (stereo not given) | i | i | i | 15 | 4 | i | i | i | -17 | i | i
O=C1CCCCN1CCC(=O)N1CCCC(N2CCN(c3cccc(Cl)c3)CC2)C1 (stereo not given) | i | i | i | -4 | -1 | i | i | i | -8 | i | i
O=C(NCCCNC(=O)c1ccccn1)c1ccc(Cl)cc1 | i | i | i | -3 | 4 | i | i | i | -3 | i | i
COc1ccccc1-n1c(SC)nc2c(sc(=S)n2-c2ccccc2)c1=O | i | i | i | 3 | 3 | i | i | i | -9 | i | i
COc1ccc(Cc2nc3ccc(C(=O)NCC4CCOCC4)cc3o2)cc1OC | i | i | i | 1 | -7 | i | i | i | -5 | i | i
(listing goes on)
SMILES | TRPC4 potent | TRPC4 agonist | KCNQ1 pot | Platelet DG rel | DYRK1A inh | PolyA inh | KCNQ1 block | KCNK9 block | hERG rescue | KCNK3 block | TRPC4 inh
C=CCN(CC=C)C(=O)c1ccc(OC2CCN(S(=O)(=O)N(C)C)CC2)cc1 | i | i | i | 1 | 3 | i | i | i | -8 | i | i
O=C(C1CC1)N1N=C(c2ccc(Br)cc2)CC1(O)C(F)(F)F (stereo not given) | i | i | i | -6 | 11 | i | i | i | -10 | i | i
O=C1NC2(CCCc3ccccc32)C(=O)N1Cc1nnc(-c2ccccc2Br)o1 (stereo not given) | i | i | i | -6 | 5 | i | i | i | -13 | i | i
CN(C)c1cc[n+](CC(=O)Nc2ccccc2C(F)(F)F)cc1 | i | i | i | -3 | -3 | i | i | i | 0 | i | i
Cc1ccccc1NC1=NC(=S)N(CC(N)=O)C12CCOC(C)(C)C2 (stereo not given) | i | i | i | 24 | -7 | i | i | i | -15 | i | i
COc1cc(C(C)=O)ccc1COc1ccc(C(=O)O)cc1OC | i | i | i | 3 | 4 | i | i | i | -7 | i | i
CNC(=O)c1c(NC(=O)c2nc3ccccc3s2)sc2c1CCC2 | i | i | i | 11 | 4 | i | 8* | -7.8* | -19 | i | i
C=CCn1c(SCC(=O)O)nnc1-c1cccs1 | i | i | i | -1 | -9 | i | i | i | -7 | i | i
COC(=O)c1ccsc1NC(=O)C1COc2ccccc2O1 (stereo not given) | i | i | i | -3 | 17 | i | i | i | -10 | i | i
O=C(c1cc2ccccc2oc1=O)N1CCSC1c1ccco1 (stereo not given) | i | i | i | -2 | -7 | i | i | i | -4 | i | i
CCOC(=O)c1c(-c2ccc(C)cc2)csc1NC(=O)/C(C#N)=C/c1ccc(O)c(OC)c1 | i | i | i | 1 | -5 | i | i | i | -6 | i | i
CCn1c(COc2ccc(=O)n(-c3ccccc3)n2)nnc1SCc1ccccc1C | i | i | i | -2 | 1 | i | i | i | -4 | i | i
O=C(Nc1cccc(Cl)c1)Nc1ccnc(-c2cccnc2)n1 | i | i | i | -1 | 29 | i | 6* | i | -9 | i | i
COc1ccccc1C(CNC(=O)c1ccc(NS(=O)(=O)c2ccc3c(c2)OCCO3)cc1)N(C)C (stereo not given) | i | i | i | -31 | 10 | i | i | i | -10 | i | i
O=C(OCC(=O)N1CCN(S(=O)(=O)c2ccc(Cl)cc2)CC1)c1cccc(OC(F)F)c1 | i | i | i | -1 | 1 | i | i | i | -6 | i | i
O=C1CCCC2=C1C(c1ccc(O)c(O)c1)Nc1ccc3ccccc3c12 (stereo not given) | i | i | i | 9 | . | i | i | i | -5 | i | i
COc1cccc(N2CCN(C(=O)CN(C)S(=O)(=O)c3ccc4c(c3)c(=O)n(C)c(=O)n4C)CC2)c1 | i | i | i | 5 | 3 | i | i | i | -12 | i | i
Nc1ccccc1C(=O)NCc1ccco1 | i | i | i | 20 | 2 | i | i | i | -1 | i | i
CC(C)(C)SCCNC(=O)CSCc1ccc([N+](=O)[O-])cc1 | i | i | i | -1 | 2 | i | i | i | -3 | i | i
CCOc1ccccc1NC(=O)CSc1nncc2ccccc12 | i | i | i | -2 | 10 | i | i | i | -12 | i | i
ClC1(Cl)CC1Cn1c(C2CC2)nc2ccccc21 (stereo not given) | i | i | i | -10 | -2 | i | i | i | -15 | i | i
Cc1ccc(NC(=O)CSc2nnc(CNC(=O)c3ccccc3F)o2)cc1 | i | i | i | 6 | 1 | i | i | i | -2 | i | i
Cc1ccccc1Nc1nc2ccccc2n1C(C)C | i | i | i | 6 | -5 | i | i | i | -4 | i | i
O=C(O)c1ccccc1N1C(=O)C2C3CCC(C3)C2C1=O (stereo not given) | i | i | i | 16 | -7 | i | i | i | -9 | i | i
COCCCn1c(Cc2ccccc2)nnc1SCC(=O)N1CCCCC1 | i | i | i | 16 | 2 | i | i | i | -9 | i | i

Laid out differently: 2 of the compounds above.
COc1cccc(N2CCN(C(=O)CN(C)S(=O)(=O)c3ccc4c(c3)c(=O)n(C)c(=O)n4C)CC2)c1
  TRPC4 potent: i; TRPC4 agonist: i; KCNQ1 pot: i; Platelet DG rel: 5; DYRK1A inh: 3; PolyA inh: i; KCNQ1 block: i; KCNK9 block: i; hERG rescue: -12; KCNK3 block: i; TRPC4 inh: i

Nc1ccccc1C(=O)NCc1ccco1
  TRPC4 potent: i; TRPC4 agonist: i; KCNQ1 pot: i; Platelet DG rel: 20; DYRK1A inh: 2; PolyA inh: i; KCNQ1 block: i; KCNK9 block: i; hERG rescue: -1; KCNK3 block: i; TRPC4 inh: i

Later entries
SMILES | TRPC4 potent | TRPC4 agonist | KCNQ1 pot | Platelet DG rel | DYRK1A inh | PolyA inh | KCNQ1 block | KCNK9 block | hERG rescue | KCNK3 block | TRPC4 inh
O=C1CNC(=S)N1Cc1ccc(Cl)cc1 | i | i | i | . | 11 | i | i | i | -3 | i | i
CCOc1ccc(S(=O)(=O)N2CCCCC2)cc1NC(=O)CN1C(=O)NC(C)(c2ccc(C)cc2)C1=O (stereo not given) | i | i | i | 3 | 18 | i | i | i | -13 | i | i
CC1(C)Oc2ccc(C(=O)N3CCOCC3)cc2N(CC(=O)Nc2ccccc2)C1=O | i | i | i | -3 | -3 | i | i | i | -6 | i | i
O=C(c1ccc([N+](=O)[O-])cc1)N1CCSC1c1ccc(Br)cc1 (stereo not given) | i | i | i | -2 | 1 | i | i | i | -5 | i | i
CN(CC(=O)Nc1ccc(C(N)=O)cc1)CC(=O)Nc1ccccc1Cl | i | i | i | 3 | -2 | i | i | i | -1 | i | i
Cc1ccc2nc(SCC(=O)Nc3ccc(F)cc3F)nc(=O)n2c1 | i | i | i | 38 | 7 | i | i | i | -9 | i | i
COc1ccccc1NC(=O)CSc1nc2ncccc2[nH]1 | i | i | i | -6 | 8 | i | i | i | -3 | i | i
O=C(CSc1nnnn1Cc1ccccc1)c1ccc(F)cc1 | i | i | i | -1 | -8 | i | i | i | -4 | i | i
CCCCCNc1nc2sc3c(c2c(=O)n1-c1cccc(Cl)c1)CCN(C)C3 | i | i | i | . | 1 | i | i | i | -20 | i | i
COc1cccc(N=Nc2c(C)[nH]n(-c3ccccc3)c2=O)c1 | i | i | i | -1 | 3 | i | i | i | -9 | i | i
COc1ccc(CCNC(=O)Cc2ccsc2)cc1 | i | i | i | -7 | 9 | i | i | i | -12 | i | i
Cc1ccc(NC(=O)c2ocnc2C)cc1Cl | i | i | i | 26 | 9 | i | i | i | -8 | i | i

Not all compounds are listed, so the mix of outcomes need not match the whole.
